Screening results as filed in PubChem.
G6PDH counter: L. mesenteroides G6PDH inhibition counter-screen | Purified L. mesenteroides G6PDH, diaphorase/resazurin coupled fluorescence, 45 min | inhibition, % at 5 µM | 200,000 tested, 0.12% active; in the data active = inhibition above about 50%
FLuc inh counter: counter-screen for luciferase assay inhibitors: firefly luciferase inhibition | AID 1006 | inhibition, % at 10 µM | P08659 | 200,000 tested, 1.5% active | ATPLite firefly luciferase biochemical luminescence, 10 min;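 active = inhibition above about 50% when tested at 10 µM, limit read from the data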
Target sequence (P08659 whole entry, looked up): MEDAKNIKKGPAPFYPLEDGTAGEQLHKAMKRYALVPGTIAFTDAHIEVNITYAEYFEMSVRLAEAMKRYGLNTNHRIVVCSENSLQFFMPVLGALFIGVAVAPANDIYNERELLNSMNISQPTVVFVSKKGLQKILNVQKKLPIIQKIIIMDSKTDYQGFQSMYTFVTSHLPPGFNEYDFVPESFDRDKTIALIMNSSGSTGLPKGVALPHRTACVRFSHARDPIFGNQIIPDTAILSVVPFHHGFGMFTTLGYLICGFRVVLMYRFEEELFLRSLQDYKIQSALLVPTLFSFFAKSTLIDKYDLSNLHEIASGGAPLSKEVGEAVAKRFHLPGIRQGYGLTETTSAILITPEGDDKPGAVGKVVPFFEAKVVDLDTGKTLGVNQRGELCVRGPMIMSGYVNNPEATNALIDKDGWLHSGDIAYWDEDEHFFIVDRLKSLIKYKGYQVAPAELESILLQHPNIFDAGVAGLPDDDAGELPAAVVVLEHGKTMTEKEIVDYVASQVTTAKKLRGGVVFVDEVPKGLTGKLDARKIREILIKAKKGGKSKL
DTT redox prof: compounds producing H2O2 with reducing agent – biochemical, NIH compound library profiling, artefact control for MLSCN library redox annotation, primary screen | DTT-dependent redox cycling H2O2, phenol red/HRP absorbance; 100% = 100 µM peroxide control, 0% = buffer | activation, % at 10 µM | 200,000 tested, 0.03% active | AID 878;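 active = activation of at least 50% relative to the plate's high and low controls in the primary single-dose screen; inactive = activation below 50%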;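 note: compound incubated with DTT at 0.8 mM final as the reducing agent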
Hsp70 act: switches on Hsp70 transcription | activation, % at 10 µM | 200,000 tested, 0.04% active | HeLa Hsp70 promoter luciferase reporter, luminescence; scaled: vehicle 0, proteasome-inhibitor control 100% | AID 1203;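 active = activation above the mean across all tested compounds plus 3 SD, cutoff set per campaign, cut at about 5.5% in these data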;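 note: 100% = MG132 at 30 µM as the positive control and 0% = DMSO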
HMGR II inh: blocks class II HMG-CoA reductase of Enterococcus faecalis. inhibition, % at 10 µM. purified E. faecalis HMGR, NADPH absorbance 340 nm kinetic. 190,000 tested, 0.41% active;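 active = inhibition above a set limit, the median over all tested compounds plus 3 SD, cut at about 9.5% in these data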;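 note: enzyme runs in reverse so mevalonate oxidation gives rising NADPH absorbance; 0% = complete reaction with DMSO and 100% = background rate lacking mevalonate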
STAT1 activator: STAT1 signaling activation; NIH 3T3 STAT1-luciferase reporter, IFN-gamma, luminescence; 100% = IFN-gamma alone, no compound; activation (% of control), % at 5.5 µM; 200,000 tested, 2.6% active;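 active = activation above the screen-wide mean activation plus 3 SD, cut at about 130% in these data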;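 note: raw ratio to IFN-gamma control signal so 100% means no change and 0% no light; values of inactives mirror those of a sister screen read the other way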
APP 5'UTR act: APP 5'UTR luciferase reporter activation. SH-SY5Y APP 5'UTR luciferase reporter, luminescence; zero percent = DMSO vehicle wells. activation, % at 2 µM. 190,000 tested, 1% active;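 active = activation above a set limit, based on mean plus 3 SD of controls, cut at about 140% in these data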; note: values of inactives mirror those of a sister screen read the other way
FLuc act counter: firefly luciferase counter-screen for stimulation assays; activation factor at 10 µM; 200,000 tested, under 10 active; P08659; ATPlite luciferase biochemical, luminescence, 10 min; 0 = ATP-free wells, 1 = DMSO control; AID 1027;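 active = luciferase activation factor, scaled between plate controls, of at least 2 with compound at 10 µM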
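Assay system – cell-free luciferase reagent · Medium – PBS-based ATP solution · Dosing – test compounds dosed from 2 mM stocks in 100% DMSO · Timing – 10 min, room temperature · Technique – light output (luminescence) · Measure – luminescence gain marking luciferase activators · Controls – No-ATP low control, compound-free enzyme-plus-ATP high control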
NF-kB expr up: compounds increasing NF-kB expression in human neuronal cells; NF-kB reporter expression; hits give high values; fold change at 12.5 µM; 190,000 tested, 1.6% active; in the data active = fold change above about 3.3
APP transl inh: APP translation inhibition. SH-SY5Y APP 5'UTR-luciferase reporter, luminescence. inhibition, % at 2 µM. 190,000 tested, 0.82% active;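 active = inhibition above a set limit, derived from the sample mean plus 3 SD, cut at about 45% in these data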; note: values of inactives mirror those of a sister screen read the other way
Numbers without * were called inactive; . = no result given.

SMILES	G6PDH counter	FLuc inh counter	DTT redox prof	Hsp70 act	HMGR II inh	STAT1 activator	APP 5'UTR act	FLuc act counter	NF-kB expr up	APP transl inh
Cc1ccc(NC(=S)N(Cc2cccc(Br)c2)CC2CCC(C(=O)O)CC2)cc1 (configuration not stated)	11	-7	-1.5	0.3	4	100	16	1.1	1.1	-16
CCOc1ccc(NC(=O)COc2nsnc2N2CCCCC2)cc1	1	-1	0.9	-0.4	-9	98	-7	1	1.2	7
CN1CCN(c2nc3c(c(=O)[nH]c(=O)n3C)n2CCSc2nc3ccccc3s2)CC1	2	-4	-0.2	0.0	-3	100	10	1	0.84	-10
Cn1c(=O)[nH]c(NC2CCCCC2)c(N=O)c1=O	8	-6	0.4	-0.4	-11	87	7	1.1	1.2	-7
Cc1ccc(N2C(=O)C3C4CC(=O)C(c5ccccc54)C3C2=O)cc1C (configuration not stated)	16	-4	0.0	-0.3	1	101	-7	1	0.96	7
CCOC(=O)C1=C(C)N=C2SC(C(=O)OC)=CC(=O)N2C1c1ccc(OC)cc1 (configuration not stated)	6	-6	-0.9	-0.4	-4	122	7	1.1	1.3	-7
O=C(NC(=S)N1CCN(Cc2ccccc2)CC1)c1ccccc1	16	-1	-0.8	-0.2	-3	97	-15	1	1	15
CN(c1ccc(C(=O)N2CCCCC2)cc1)S(=O)(=O)c1ccccc1	0	-2	0.7	-0.5	31*	92	1	1	0.9	-1
COC(=O)c1ccc(NCC(=O)c2ccccc2)cc1	3	47	-0.2	0.3	-1	133*	105	0.5	2.9	-105
Cc1cc(C)c(C#N)c(SCc2cc3c(cc2Cl)OCO3)n1	2	-2	2.6	-0.4	-4	106	-6	1	1.1	6
COCCN(C(=O)CC1C(=O)NCCN1CC(c1ccccc1)c1ccccc1)C(C)C (configuration not stated)	16	4	-0.8	-0.4	-5	115	35	1	1.2	-35
N#C/C(=C\c1cccc([N+](=O)[O-])c1)c1ccccn1	1	-2	-1.8	-0.2	3	112	-17	1	1.4	17
COc1ccccc1C(=O)C1CCCN(C(=O)CSc2ccccn2)C1 (configuration not stated)	22	-4	0.2	-0.1	3	98	6	1	0.87	-6
COc1ccc(OC)c2[nH]c(=O)c(CCNC(=O)c3cccs3)cc12	8	1	-0.1	0.0	-3	105	-8	1	0.77	8
CCc1cc2c(=O)n(CC)c(SC(C)C(=O)Nc3c(C)n(C)n(-c4ccccc4)c3=O)nc2s1 (configuration not stated)	6	-7	0.1	-0.1	-2	92	5	1.1	0.9	-5
CS(=O)(=O)N(CC(=O)N/N=C/c1ccc(OCC(=O)N2CCOCC2)cc1)c1ccccc1Cl	3	-3	-0.4	-0.6	-2	96	1	1	0.97	-1
CCOc1cc(NC(=S)NCCCN2CCOCC2)c(OCC)cc1NC(=O)C1CC1	10	-7	1.0	-0.5	-3	88	23	1.1	0.86	-23
Cc1ccc(-c2cc(C(=O)N/N=C/c3c[nH]c4ccccc34)[nH]n2)cc1	-26	20	-0.2	0.1	2	121	-76	0.8	0.61	76*
CC1(C)CC(N(Cc2cccs2)C(=O)c2ccco2)CCO1 (configuration not stated)	10	-2	1.9	-0.2	-1	81	2	1	0.94	-2
Cc1ccc(OCC(O)CN2CCN(CC(O)COc3ccc(C)cc3)CC2)cc1 (configuration not stated)	3	-4	1.1	0.0	0	112	0	1	0.95	0
CCN(C(=O)Cc1c(C(=O)O)n(C)c2ccccc12)c1ccc(F)cc1	5	-2	-1.1	-0.3	-5	104	-14	1	1.2	14
c1nnn(C23CC4CC(CC(C4)C2)C3)n1	-12	-5	0.9	-0.3	1	105	-4	1.1	1.5	4
O=C(O)CCN1C(=O)C(=C2CCCCCC2)SC1=S	4	-5	-0.2	-0.5	-8	99	-7	1.1	0.83	7
COc1ccc(-c2nnn(CCc3nn[nH]n3)n2)cc1	.	.	1.0	-0.3	.	98	-22	.	.	22
CCc1c(C)sc2nc(SCC(=O)Nc3cc(C)on3)n(CCOC)c(=O)c12	0	-7	0.0	-0.6	4	99	-8	1.1	0.81	8
CC(=O)c1cccc(NC(=O)CSc2ccc(-c3ccc4c(c3)OCO4)nn2)c1	8	21	0.5	-0.3	-10	97	29	0.8	1.5	-29
CCOC(=O)c1cc(CC)sc1NC(=O)COC(=O)c1cc[n+]([O-])cc1	-2	-3	-0.2	-0.1	-2	99	-5	1	1	5
CCC(C)c1ccccc1NC(=O)COC(=O)CCc1cc(OC)c(OC)c(OC)c1 (configuration not stated)	12	-5	0.2	-0.5	4	101	9	1	1.3	-9
O=C(CSc1ccc2ccccc2c1)Nc1ccc(S(=O)(=O)Nc2nccs2)cc1	0	-4	-0.3	-0.1	0	105	12	1	1.2	-12
COc1ccccc1/C=N/N1C(=O)C2C3C=CC(CC3)C2C1=O (configuration not stated)	3	14	0.0	-0.1	-2	102	11	0.9	1.2	-11
COc1ccccc1C/C(N)=N/OC(=O)COc1ccc(C)cc1C	.	.	-1.8	0.2	.	96	10	.	.	-10
Cc1cc(C)cc(OCC(=O)N(Cc2cccs2)C2CCS(=O)(=O)C2)c1 (configuration not stated)	5	-5	0.9	-0.3	-4	103	5	1	1.1	-5
CC(C)c1cc(C(=O)OCC(=O)NC(=O)NCc2ccco2)c(O)c(C(C)C)c1	6	-3	-1.6	-0.3	-7	107	-5	1	1.1	4
O=C(C1CCCCC1)N1CCCC(c2nc(-c3ccc(F)cc3)no2)C1 (configuration not stated)	8	-9	1.2	-0.2	-6	108	3	1.1	1.3	-3
Cc1ccc(S(=O)(=O)CCC(=O)OCC(=O)Nc2ncc(Cl)cc2Cl)cc1	7	-2	1.0	-0.2	-6	103	1	1	1.3	-1
O=C(Nc1nnc(/N=C/c2ccco2)s1)c1ccc(F)cc1	1	39	1.8	0.2	-2	96	5	0.6	1.2	-5
COCc1cc(C2C(C(=O)c3ccco3)=C(O)C(=O)N2CCOCCO)ccc1O (configuration not stated)	1	-6	-0.6	0.3	-3	99	-5	1.1	1.1	5
COc1cc(-c2[nH]ncc2CN2CCN(Cc3cccs3)CC2)cc(OC)c1OC	7	-6	-1.6	0.0	-1	94	-8	1.1	0.89	8
O=C(Nc1cccc(-c2nc3cccnc3s2)c1)c1ccco1	-30	17	0.4	0.6	1	113	-2	0.8	0.57	2
CCCCNC(=S)Nc1cccc(C(C)=O)c1	-9	-4	-0.3	-0.1	0	96	-2	1	1.7	2
O=C1C2C3c4ccccc4C(c4ccccc43)[C@@H]2C(=O)N1c1nc(-c2ccccc2)cs1 (some centres not stated)	5	-1	-0.2	-0.2	-2	99	10	1	1.2	-10
Nc1c(C(=O)O)cnn1-c1ccccc1	12	10	-0.8	-0.2	-9	100	-3	0.9	1.1	3
O=C(Nc1ccc2c(c1)OCCO2)C1CCN(c2nnnn2-c2ccccc2)CC1	8	1	-0.2	-0.4	-8	94	-2	1	1.1	2
CCNC(=O)COC(=O)/C=C/c1ccccc1[N+](=O)[O-]	9	-6	0.4	-0.2	-2	85	-9	1.1	1	9
Cn1c(=O)c2c(nc(NCc3ccco3)n2C/C=C/c2ccccc2)n(C)c1=O	10	-3	.	.	1	.	.	1	0.54	.
Cc1ccc(S(=O)(=O)NCC(=O)N2CCN(c3ccccc3F)CC2)cc1	-4	4	0.1	-0.3	-1	106	-7	1	1.1	7
CCOC(=O)CCCNC(=O)c1cncc(Br)c1	2	-3	1.6	0.0	-1	103	5	1	0.99	-4
O=C(c1ccco1)N1CCCN(Cc2nc(-c3ccc4c(c3)OCO4)no2)CC1	16	0	-0.9	0.1	-3	102	-3	1	1.1	3
CC(=O)N1CC(=O)N=C1SCC(=O)Nc1nc(C)c(-c2ccccc2)s1	-2	1	-0.3	-0.1	-2	79	2	1	1.5	-2
Cc1nc(NC(=O)CSc2ccc(-c3nc4ccccc4[nH]3)cn2)sc1C	-20	-2	0.1	-0.3	-6	115	39	1	1.2	-39
The list goes on:
SMILES	G6PDH counter	FLuc inh counter	DTT redox prof	Hsp70 act	HMGR II inh	STAT1 activator	APP 5'UTR act	FLuc act counter	NF-kB expr up	APP transl inh
CCOC(=O)Cc1csc(SCc2cc(=O)oc3cc(O)ccc23)n1	3	-4	-0.5	-0.1	-3	96	12	1	0.88	-12
Cc1ccc(Nc2nc(N)nc(CN3CCN(Cc4ccc5c(c4)OCO5)CC3)n2)cc1	6	-8	-0.1	-0.1	2	103	-8	1.1	0.77	8
CN(C)c1ccc(NC(=O)/C=C/c2ccccc2Cl)cc1	-15	64*	1.4	0.0	0	149*	111	0.4	1.9	-111
Cc1ccccc1NC(=S)N1CCCN(Cc2ccc(F)cc2)C1	2	-3	-2.2	-0.2	-7	95	0	1	0.92	0
Cc1ccccc1OCC(=O)N/N=C/c1ccc([N+](=O)[O-])o1	-6	-9	0.0	-0.3	0	99	7	1.1	0.7	-7
CCSc1nnc2c(n1)OC(C)(C)Nc1ccccc1-2	2	-2	-1.1	-0.1	4	98	9	1	2.2	-8
CCOC(=O)c1c(C)[nH]c(C(=O)N2CCCC(C(=O)c3cccc(OC)c3)C2)c1C (configuration not stated)	9	-3	-1.3	-0.1	-3	96	19	1	.	-19
CCC(=O)N(Cc1ccco1)c1nc(-c2cc(OC)ccc2OC)cs1	7	-9	0.5	-0.3	-3	96	2	1.1	1.2	-2
O=C(CSc1nc2ccc([N+](=O)[O-])cc2[nH]1)NC1CCCCCC1	0	-12	0.5	-0.2	-1	101	6	1.1	0.55	-6
CCNc1nc(NCC)nc(N(C)N)n1	11	-3	1.6	-0.2	.	101	10	1	1.2	-10
Cc1nc2oc3ccc(F)cc3c(=O)c2cc1C(=O)NC(C)(C)C	2	3	-0.3	-0.4	-3	110	25	1	1.8	-25
COC(=O)c1ccccc1N1C(=O)C2C(C1=O)[C@H]1C=C[C@@H]2C1 (some centres not stated)	10	-6	-0.2	0.0	-4	101	6	1.1	0.99	-6
O=C1CN(C(=O)COC(=O)c2ccccc2NC(=O)c2ccco2)c2ccccc2N1	-7	-5	12	0.0	2	96	9	1.1	0.79	-9
CN(C)CCCN(C(=O)c1ccco1)c1nc2ccc(Br)cc2s1	3	6	-0.3	0.1	-1	98	7	0.9	1.9	-7
Cn1cccc1C(=O)NC(=O)COC(=O)Cc1coc2ccc3ccccc3c12	5	-1	1.7	0.1	-2	104	9	1	0.92	-9
CCS(=O)(=O)N1Cc2ccccc2CC1C(=O)Nc1cccc(C)c1 (configuration not stated)	10	-2	-0.7	-0.2	-8	116	8	1	2	-8
Nc1nc(-c2ccc(F)cc2)cc(C(F)(F)F)n1	0	-7	-0.1	-0.5	-2	105	6	1.1	1.1	-6

A stretch of the results above:
SMILES	G6PDH counter	FLuc inh counter	DTT redox prof	Hsp70 act	HMGR II inh	STAT1 activator	APP 5'UTR act	FLuc act counter	NF-kB expr up	APP transl inh
O=C1CN(C(=O)COC(=O)c2ccccc2NC(=O)c2ccco2)c2ccccc2N1	-7	-5	12	0.0	2	96	9	1.1	0.79	-9
CN(C)CCCN(C(=O)c1ccco1)c1nc2ccc(Br)cc2s1	3	6	-0.3	0.1	-1	98	7	0.9	1.9	-7
Cn1cccc1C(=O)NC(=O)COC(=O)Cc1coc2ccc3ccccc3c12	5	-1	1.7	0.1	-2	104	9	1	0.92	-9
CCS(=O)(=O)N1Cc2ccccc2CC1C(=O)Nc1cccc(C)c1 (configuration not stated)	10	-2	-0.7	-0.2	-8	116	8	1	2	-8
Nc1nc(-c2ccc(F)cc2)cc(C(F)(F)F)n1	0	-7	-0.1	-0.5	-2	105	6	1.1	1.1	-6
